Screening results: PubChem BioAssay, National Center for Advancing Translational Sciences (NCATS)
TSHR antagonist = antagonists of human thyroid stimulating hormone receptor. 330,000 compounds, 0.2% hits. TSHR-expressing cells, TSH-stimulated cAMP HTRF, 2 h; stronger effect = lower value. P16473. activity change, negative = inhibition, % at 11.5 µM;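 active = activity change below a set negative limit, meaning inhibition stronger than a set level, cut at about -70% in these data; inconclusive = activity change between two set negative limits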; note: % is set by controls: 0 for no effect and ±100 for the full control effect
Target sequence (P16473 whole entry, looked up): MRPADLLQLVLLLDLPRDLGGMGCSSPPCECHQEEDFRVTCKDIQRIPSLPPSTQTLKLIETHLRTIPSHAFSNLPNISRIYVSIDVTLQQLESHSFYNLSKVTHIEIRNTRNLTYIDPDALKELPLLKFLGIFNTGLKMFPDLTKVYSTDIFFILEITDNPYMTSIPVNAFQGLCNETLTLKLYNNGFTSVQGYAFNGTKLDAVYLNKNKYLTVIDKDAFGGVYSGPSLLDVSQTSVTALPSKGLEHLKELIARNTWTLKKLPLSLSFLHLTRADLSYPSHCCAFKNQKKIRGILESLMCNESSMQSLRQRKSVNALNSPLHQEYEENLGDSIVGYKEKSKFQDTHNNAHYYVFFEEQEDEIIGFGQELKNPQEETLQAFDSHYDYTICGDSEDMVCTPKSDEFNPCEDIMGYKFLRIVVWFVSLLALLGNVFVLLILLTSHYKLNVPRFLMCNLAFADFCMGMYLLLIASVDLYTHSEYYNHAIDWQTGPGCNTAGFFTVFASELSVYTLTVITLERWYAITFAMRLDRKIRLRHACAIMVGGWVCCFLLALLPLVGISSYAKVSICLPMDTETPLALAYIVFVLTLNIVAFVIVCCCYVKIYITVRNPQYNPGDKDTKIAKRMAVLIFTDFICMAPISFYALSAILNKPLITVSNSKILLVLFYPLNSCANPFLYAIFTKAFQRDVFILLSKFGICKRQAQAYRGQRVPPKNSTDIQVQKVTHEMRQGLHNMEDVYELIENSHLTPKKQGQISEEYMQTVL
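TSHR-expressing cells were treated with compounds, then stimulated with TSH at EC80 (4nM final) for 2 hours at 37 deg C. Cellular cAMP was measured by HTRF competition between lysate cAMP and cAMP-d2 for a cryptate-labelled anti-cAMP antibody.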
PTAP TSG101 blk = blocks PTAP/TSG101 interaction to inhibit HIV-1 budding; Q99816; Fluorescence polarization, FITC-PTAP peptide / Tsg101 binding; Potency, µM (titrated, usually from 115 µM), inactives show at the highest dose activity change, negative = inhibition, most hits filed as inhibitors; 340,000 tested, under 10 active; active = well fitted inhibition curve with a large enough effect in the main read-out, with a control signal flat, not every such curve was filed as active; inconclusive = small, poorly fitted or top-dose-only effect, or effect the other way, or a change in a side signal; inactive = no such curve, though single readings can be large or run the other way; note: potency is the fitted concentration of half-maximal effect; % of control where 0% means no effect
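Fluorescence polarization binding of Tsg101 binding domain (10 uM final) to FITC-labeled PTAP peptide (50 nM final) in HEPES pH 7.5 buffer with NaCl, Tween 20, EDTA, TCEP. Compounds added before peptide; binding 20 min at RT.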
Tb PFK block = inhibitors of T. brucei phosphofructokinase | O15648 | T. brucei PFK, ADP-Glo luminescence | Potency, µM (highest dose often 57.5 µM), for the others: top-dose activity, negative = inhibition, most hits filed as inhibitors | 330,000 compounds, 0.17% hits;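 note: potency is the fitted concentration of half-maximal effect; 0% = uninhibited 1x PFK enzyme wells and -100% = no-enzyme wells; nearly all actives have a fitted effect of over 60% in size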
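Luminescent ADP detection (ADP-Glo, two-step: ATP depletion then ADP-to-ATP conversion for luciferase) reported PFK activity after 45 min room-temperature reaction of 1.25 nM enzyme with 0.5 mM F6P and 0.1 mM ATP at pH 8.0.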
Eya2 inh = blocks the phosphatase activity of human Eya2. recombinant Eya2, OMFP fluorescence dephosphorylation (OMFP is methylfluorescein phosphate). Potency, µM (top dose mostly 76.9 µM), inactives show at the highest dose activity, negative = inhibition, usual class: inhibitors. 330,000 compounds, 0.006% hits. AID 488837; note: potency is the fitted concentration of half-maximal effect; % is set by controls: 0 for no effect and ±100 for the full control effect
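Eya2 protein (added as 0.2 uM solution) was preincubated with compound for 10 min at ambient temperature in 50 mM HEPES pH 7.5, 50 mM NaCl, 5 uM MgCl2, 0.05% BSA, 1 mM DTT. OMFP (added at 50 uM) then reacted 10 min; fluorescence read at 485/525 nm.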
A-T KAP1 phos = candidate therapy for ataxia-telangiectasia; […] A-T fibroblasts, KAP-1 phosphorylation AlphaLISA; neocarzinostatin DNA damage 30 min before lysis; Potency, µM (series often up to 57.5 µM), inactives show at the highest dose activation, usual class: activators; 320,000 compounds, 0.19% hits; AID 485349; note: potency is the fitted concentration of half-maximal effect; % of control where 0% means no effect; nearly all actives have a fitted effect of over 45% in size
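hTERT-immortalized A-T patient fibroblasts ([…]), 500 cells/well in OPTI-MEM, 1% FBS, got compounds for 60 min, then NCS for 30 min at 37C. Lysates were then assayed for phospho-KAP-1 by AlphaLISA (anti-pKAP1 donor, anti-KAP1 acceptor beads), 6 hr at 25C.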
Mito fusion act = blocks mitochondrial division or promotes mitochondrial fusion; Potency, µM (highest dose often 46.1 µM), without a hit: at the highest dose growth rescue (activation), most hits filed as activators; S. cerevisiae fusion-defective mutant growth rescue, CellTiterGlo 48 h; 320,000 compounds, 0.23% hits; AID 485298;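 note: potency is the fitted concentration of half-maximal effect; % of control where 0% means no effect; nearly all actives have a fitted effect of over 45% in size; temperature-sensitive fusion mutants such as fzo1-1 at 37 °C on non-fermentable ethanol glycerol medium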
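Temperature-sensitive fusion-defective S. cerevisiae (e.g. fzo1-1, mgm1-5) were grown with compound in YPEG medium (3% ethanol, 3% glycerol) for 48 hours at 37C. Growth rescue was measured as viability by CellTiterGlo luminescence after 10 minutes at ambient.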
S-ASM inh = blocks human secretory acid sphingomyelinase | P17405 | placental ASM, HMU-PC fluorogenic substrate, 60 min | Potency, µM (highest dose often 57.5 µM), for inactives: at the top dose activity change, negative = inhibition, hits mostly inhibitors | 340,000 compounds, 0.006% hits | AID 504937; note: potency is the fitted concentration of half-maximal effect
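Steps: dispense placental human ASM, pin compound, wait 10 min at room temperature, add HMU-PC0 substrate at 9 uM final, incubate 60 min at 37 °C, add stop solution raising pH to 10, read fluorescence.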
ELG1 repair inh = blocks ELG1-dependent DNA repair in HEK293T cells | HEK293T ELG1-luciferase reporter, luminescence, 16 h; DNA damage induced by 5-fluorouridine | 330,000 compounds, 2.3% hits | AID 504467 | Potency, µM (highest dose often 46.1 µM), for inactives: at the highest dose activity change, negative = inhibition, hits mostly inhibitors; note: potency is the fitted concentration of half-maximal effect; % is set by controls: 0 for no effect and ±100 for the full control effect; nearly all actives have a fitted effect of over 55% in size
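5-Fluorouridine DNA damage + compound/DMSO, 2,000 cells/well, 16 h, 37 °C/5% CO2. ONE-Glo, 30 min RT, luminescence. Readout = decrease in reporter signal.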
a7 integrin act = integrin-mediated muscular dystrophy alleviation activation | alpha7betagal myoblasts, beta-gal FDG fluorescence, 48 h | Potency, µM (highest dose often 38.3 µM), for the others: top-dose activation, actives largely listed as activators | 350,000 compounds, 0.064% hits | AID 624291;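 note: potency is the fitted concentration of half-maximal effect; 100% = response of the positive control SU9516; nearly all actives have a fitted effect of over 60% in size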
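alpha7betagal+/- myoblasts (passage 13, 250/well) treated 48 h at 37C with compounds at 1:260 dilution of DMSO stock. Lysed, then beta-galactosidase activity read as FDG fluorescence (ex 480/em 540) after 30 min, with pre-read for autofluorescence.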
TCR act = activators of T cell receptors; primary human leukocytes, anti-CD3, IL-2 HTRF, 48 h; Potency, µM (highest dose often 9.22 µM), for inactives: at the top dose activation of IL-2 secretion, most hits filed as activators; 330,000 tested, under 10 active; AID 504894; note: % of control where 0% means no effect
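IL-2 release read by HTRF sandwich (Eu cryptate donor, d2 acceptor, 665 nm emission) after 48 hr exposure of primary human leukocytes to compound together with anti-CD3 beads in the absence of co-stimulatory signals.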
BCR signal inh = chronic active BCR signaling inhibition. Potency, µM (highest dose often 46.1 µM), for the others: at the top dose ratio change, negative = lower green/red ratio, usual class: inhibitors. ABC-DLBCL IkBa-CBG/CBR reporter, luminescence ratio, 4 h. 340,000 compounds, 0.05% hits. AID 493014; active = well fitted inhibition curve with a large enough effect in the signal ratio, with a control signal flat, not every such curve was filed as active; inconclusive = small, poorly fitted or top-dose-only effect, or effect the other way, or a change in a side signal; the % refers to the signal ratio;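 note: potency is the fitted concentration of half-maximal effect; plate controls were basal doxycycline-induced cells for no effect and cells given 10 µM MG132 for full effect; MG132 reads +100%, hits lower the ratio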
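TMD8 human ABC-DLBCL cells with doxycycline-inducible IκBα–green luciferase fusion and unfused red luciferase, in 0.5% FBS medium; compounds up to 46 uM, 4 h at 37C. Green/red luminescence ratio, filter-overlap corrected, fitted to concentration-response curves.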
* = called active by the depositor; i = inactive; ? = inconclusive; nt = no result given; [ ] = remark or other dose. Unless noted, calls come from the whole dose curve; as a rule, active = well fitted curve in the direction sought with a large enough effect; inconclusive = small, poorly fitted or top-dose-only effect, or another doubt; inactive = no such curve, though single readings can be large; an effect the other way counts as inactive or inconclusive.

SMILES	TSHR antagonist	PTAP TSG101 blk	Tb PFK block	Eya2 inh	A-T KAP1 phos	Mito fusion act	S-ASM inh	ELG1 repair inh	a7 integrin act	TCR act	BCR signal inh
COc1cccc(NC(=O)NCC2CCN(Cc3ccc(F)cc3)CC2)c1	10	-8%	?	12%	-3%	0%	3%	1%	-42%	-6%	-5%
Nc1c(C(=O)CSc2nnc(COc3ccc(Cl)cc3)o2)c(=O)[nH]c(=O)n1C1CC1	-10	-11%	-7%	0%	-5%	-1%	-1%	-9%	?	14%	?
CCCc1nc(N2CCCC2)c(C#N)c2c1CCCC2	7	-4%	1%	9%	9%	5%	125%[activator]	-4%	4%	1%	2%
Cc1ccc(C2=NN(C(=O)CSc3nc4ncc(Cl)cc4[nH]3)C(c3ccco3)C2)cc1 (configuration not stated)	5	-4%	-2%	4%	-6%	24%	0%	1%	-10%	1%	?
COc1ccc(NS(=O)(=O)c2cc(NC(=O)c3ccco3)ccc2N2CCCCC2)cc1	11	-2%	-2%	-20%	-5%	?	-10%	?	22%	-10%[46.1 µM]	7%
O=C(N/N=C/c1ccco1)c1ccc(Br)o1	18	3%	0%	3%	-3%	-1%	3%	2%	16%	-9%	-8%
COc1ccc(C)cc1S(=O)(=O)N1CCN(C(=O)c2ncoc2-c2cccc(F)c2)CC1	-12	1%	-1%	-3%	0%	-5%	13%	-8%	-2%	-4%	2%
Cc1nn(C)c(C)c1NC(=O)CC12CC3CC(CC(C3)C1)C2	-3	-3%	-2%	7%	1%	1%	6%	-6%	-8%	-1%	2%
O=c1[nH]c(-c2ccccn2)nc(C(F)(F)F)c1Br	25	-5%	0%	3%	7%	26%	1%	9%	-40%	2%	?
CN1Cc2c(N3CCOCC3)nc(SCc3ccccc3)c(C#N)c2CC1(C)C	-4	-8%	-2%	3%	17%	2%	-1%	?	11%[7.66 µM]	nt	?
CCOc1ccccc1N=c1oc2cc(O)ccc2cc1C(=O)NCC1CCCO1 (configuration not stated)	45	-8%	-7%	-27%	6%	1%	i	?	24%	-13%	?
CC(C)CC(NC(=O)COc1ccccc1)C(=O)O (configuration not stated)	2	0%	2%	-5%	0%	-1%	6%	-2%	3%	7%	-1%
CSc1cccc(NC(=O)COc2ccccc2C)c1	-2	-2%	-3%	-10%	0%	0%	-7%	17%	-1%	2%	1%
CC(=O)n1cc(N(C(=O)CCl)c2ccc(C)cc2)c2ccccc21	-13	-1%	2%	-5%	18%	-18%	0%	23µM*	-61%[inhibitor]	4%	?
CC(NC(=S)NCCc1ccccc1)C(c1cccs1)N1CCN(C)CC1 (configuration not stated)	6	-1%	6%	6%	11%	-1%	3%	9%	-30%	0%	-5%
CN(C)S(=O)(=O)c1ccc(NC(=O)CN2CCCCCC2)cc1	2	-1%	4%	-2%	8%	-1%	4%	1%	-9%	4%	-4%
OCCCC1CCCN(Cc2cn[nH]c2-c2ccc(F)cc2F)C1 (configuration not stated)	6	-1%	-5%	-3%	2%	1%	3%	-28%	13%	-1%	?
Cc1cc(NC(=O)CSc2nc3ccccc3c(=O)n2Cc2ccccc2)no1	15	4%	-3%	6%	-2%	0%	2%	-1%	-6%	2%	2%
COC(=O)c1ccc(C)c(NS(=O)(=O)c2ccc(C)c([N+](=O)[O-])c2)c1	8	-3%	-8%	0%	-4%	9%	-3%	0%	18%	-6%	2%
CCOC(=O)c1sc(=S)n(Cc2ccccc2)c1N	2	1%	19%	-25%	-2%	-2%	-15%	15%	-34%	8%	11%
CCSc1nnc(NC(=O)CSc2nnc(CNC(=O)c3ccccc3F)o2)s1	16	1%	1%	9%	2%	8%	2%	15%	7%	?	6%
Cc1ccc2cc(CCNC(=O)c3c(-c4ccccc4Cl)noc3C)c(=O)[nH]c2c1	-4	1%	0%	10%	11%	-2%	-1%	-20%	0%	1%	-7%
Cc1cc(=O)oc2cc(OCc3ccc(C(=O)OCC(=O)N(C)C4CCS(=O)(=O)C4)cc3)ccc12 (configuration not stated)	-5	-7%	1%	1%	4%	2%	37%[activator]	?	0%	4%	?
C=CCN1C(=O)c2ccc(C(=O)N3CCN(S(=O)(=O)c4ccccc4Br)CC3)cc2C1=O	-8	-6%	-6%	-5%	-2%	-10%	2%	?	-15%	3%	-14%
N#Cc1ccc(OCC(=O)OCC(=O)c2ccccc2)cc1	-7	0%	-4%	0%	10%	nt	3%	?	3%	-2%[46.1 µM]	3%
Cc1ccc2c(=O)cc(C(=O)NC3CCS(=O)(=O)C3)oc2c1 (configuration not stated)	-8	-1%	7%	-6%	1%	7%	0%	2%	-32%	1%	2%
CSCC[C@H](NC(=O)c1ccco1)c1nnc2ccccn12	13	-3%	-8%	14%	4%	8%	6%	0%	4%	8%	-16%
COCCn1nnnc1CN1C2CCCC1CC(NC(C)=O)C2 (configuration not stated)	-6	-3%	3%	-2%	0%	-3%	7%	3%	26%	-1%	0%
CCC(Sc1nc(C)cc(=O)[nH]1)C(=O)Nc1nnc(C)s1 (configuration not stated)	-2	-2%	8%	-8%	0%	4%	5%	7%	-5%	-1%	-1%
Cc1cc(OCC(=O)NCCN2CCOCC2)c2c(C)c(C)c(=O)oc2c1	-9	-7%	2%	-10%	4%	-6%	9%	?	0%	-11%	5%
O=C1CCCC(O)=C1C1C2=C(CCCC2=O)Oc2ccccc21 (configuration not stated)	-1	-5%	-3%	15%	2%	-7%	-2%	?	-43%	-6%	-1%
COc1ccc(OC)c(CCNC(=O)Cn2nc(C)c3c(C)n(-c4ccc(C)cc4)nc3c2=O)c1	-47	3%	-1%	-2%	-8%	0%	-1%	?	-27%	1%	4%
COc1ccc(C(c2c(N)[nH]c(=S)[nH]c2=O)c2c(N)[nH]c(=S)[nH]c2=O)cc1	0	-7%	-1%	-2%	-6%	12%	0%	15%	-8%	-1%	-6%
CCCn1c2c(c(O)c(C(=O)Nc3ncccc3O)c1=O)CCCC2	-1	-4%	3%	10%	24%	1%	0%	-9%	-15%	-1%	4%
Cc1ccc(NC(=O)c2ccc(NCCc3ccccc3)c([N+](=O)[O-])c2)cc1F	1	?	5%	-9%	-1%	9%	-10%	0%	-17%	4%[46.1 µM]	-2%
CCN1CCCC1CNC(=O)C(=O)Nc1cccc(OC)c1 (configuration not stated)	-5	-2%	-24%	1%	nt	-3%	3%	5%	7%	-3%[46.1 µM]	?
O=C(COc1ccccc1)Nc1ccc2c(c1)Cc1cc(NC(=O)COc3ccccc3)ccc1-2	30	-2%	-5%	-2%	6%	5%	2%	12%	2%	-7%[46.1 µM]	-6%
Cc1ccc(F)c(N=Cc2c(O)c3ccccc3oc2=O)c1	-22	-5%	-2%	-10%	4%	-4%	1%	?	-3%	-2%	?
CCOC(=O)CSc1nc(C(C)(C)C)cc(C(F)(F)F)c1C#N	-4	-1%	-4%	28%	-1%	-1%	-3%	-5%	-1%	0%	16%
CCNc1nc(SCC(=O)Nc2ccc(Cl)c(Cl)c2)nc(N(C)C)n1	-7	-2%	-6%	-2%	0%	10%	-14%	?	-27%	-4%	?
CCN(CCC(=O)Nc1cc(OC)cc(OC)c1)Cc1ccccc1	5	-5%	-2%	-4%	3%	-2%	-1%	3%	-23%	nt	-8%
COc1ccc(S(=O)(=O)N2CCN(c3ccc(C)cc3C)CC2)cc1OC	-22	-5%	-1%	-1%	14%	11%	-7%	0%	-21%	-16%	?
O=C(NCCOc1ccc(F)cc1)c1ccccc1SCc1ccccc1	-7	0%	2%	3%	14%	28%	-1%	?	13%	-1%[46.1 µM]	?
COc1ccc(Nc2nc3ccccc3nc2-n2nc(C)cc2C)cc1	32	?	4%	0%	14%	7%	-4%	-5%	30%	-5%	?
